# Screens: PubChem BioAssay, several laboratories
# PREPL inhibitor: inhibitors of human prolyl oligopeptidase-like enzyme PREPL; recombinant PREPL, fluorescence polarization activity-based probe; inhibition, % at 5.96 µM; 0.68% of 320,000 active; AID 2751; in the data active = inhibition above about 43%;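 also: 0% = enzyme with DMSO and 100% = wells lacking enzyme; many of its hits are not listed in these tables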
# Target sequence (Q4J6C6 whole entry, looked up): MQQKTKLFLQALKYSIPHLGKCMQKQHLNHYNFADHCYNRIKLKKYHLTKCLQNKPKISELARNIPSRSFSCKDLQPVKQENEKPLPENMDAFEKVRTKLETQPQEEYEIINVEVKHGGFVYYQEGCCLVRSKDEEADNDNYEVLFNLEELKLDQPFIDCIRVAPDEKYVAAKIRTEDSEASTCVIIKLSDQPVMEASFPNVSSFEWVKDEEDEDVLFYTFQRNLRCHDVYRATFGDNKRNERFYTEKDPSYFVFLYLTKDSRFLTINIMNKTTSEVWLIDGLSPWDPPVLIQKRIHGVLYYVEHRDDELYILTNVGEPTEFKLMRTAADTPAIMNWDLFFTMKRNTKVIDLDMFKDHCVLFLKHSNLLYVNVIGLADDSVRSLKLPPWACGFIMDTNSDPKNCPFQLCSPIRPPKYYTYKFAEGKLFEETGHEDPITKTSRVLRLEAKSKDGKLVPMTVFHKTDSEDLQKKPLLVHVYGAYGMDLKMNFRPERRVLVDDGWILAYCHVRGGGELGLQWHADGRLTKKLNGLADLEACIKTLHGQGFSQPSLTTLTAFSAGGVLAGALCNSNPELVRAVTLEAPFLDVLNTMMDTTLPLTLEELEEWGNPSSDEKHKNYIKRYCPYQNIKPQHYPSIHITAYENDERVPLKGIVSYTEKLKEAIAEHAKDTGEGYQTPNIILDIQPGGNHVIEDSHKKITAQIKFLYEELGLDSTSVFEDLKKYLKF
# PP5 inh: blocks human protein phosphatase 5 activity. P53041. purified PP5c, OMFP substrate fluorescence. inhibition, % at 6.7 µM. 0.18% of 320,000 active;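 active = inhibition above the campaign's mean inhibition across all tested compounds plus 3 SD, cut at about 9.5% in these data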;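 also: 0% = DMSO only and 100% = 100 µM cantharidin control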
# EBNA-1 inhibitor: blocks EBNA-1 binding to DNA | EBNA-1 DNA binding, fluorescence polarization | inhibition, % at 14.8 µM | 0.34% of 300,000 active | AID 1950; in the data active = inhibition above about 28%
# Efflux pump mplx: blocks antifungal efflux pumps in multiplex yeast assay. inhibition, % at 10 µM. S. cerevisiae Candida pump triplex, Nile Red efflux. 0.44% of 330,000 active;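 active = plate passing quality check with inhibition over a set limit, or well fluorescence over plate mean plus 4 SD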;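 also: Nile Red retained in pooled yeast measured as flow cytometry median fluorescence; 0% = buffer negative control and 100% = Enniatin B positive control; higher means more Nile Red kept so more efflux inhibition; some compounds called inactive have numbers as strong as hits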
# PP1 counter: counter-screen for PP5 inhibitors: inhibitors of human PP1-alpha. purified PP1alpha, OMFP fluorescence. inhibition, % at 6.7 µM. P62136. 0.9% of 320,000 active;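 active = inhibition above the mean inhibition of all tested compounds plus 3 SD, computed separately for each screening campaign, cut at about 15% in these data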
# CTSL1 counter: blocks F. hepatica cathepsin L1 in PFM18AAP counter-screen; recombinant F. hepatica cathepsin L1, Z-Leu-Arg-MCA fluorescence; inhibition, % at 5.96 µM; 0.49% of 300,000 active;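 active = inhibition above the mean of all tested compounds plus 3 SD, set per screening campaign, cut at about 17% in these data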;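 also: 0% = plate median of test compound wells and 100% = 1 µM Z-Phe-Ala-diazomethylketone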
# HCV core dimer: HCV core protein dimerization inhibition; TR-FRET GST/Flag-core106 dimerization, 1536-well; inhibition, % at 5 µM; 0.33% of 300,000 active; AID 1899;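 active = inhibition above the mean of all tested compounds plus 3 SD, set per screening campaign, cut at about 45% in these data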
#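 test system = GST/Flag-tagged HCV core106 proteins | probe or stimulus = Eu donor and XL665 acceptor anti-tag antibodies | times = compound-protein-antibody incubation 4 h at 22.5 °C | signal = TR-FRET, excitation 340 nm, emission 617 and 671 nm | measure = percent inhibition of core106 dimerization signal | controls = wells lacking GST-core106 and wells with excess unlabelled core106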
# ZTA counter: ZTA (EBV) inhibition in EBNA-1 counter-screen; 0.15% of 320,000 active; P03206; ZTA-DNA binding, fluorescence polarization; inhibition, % at 11 µM; in the data active = inhibition above about 33%
# Target sequence (P03206 whole entry, looked up): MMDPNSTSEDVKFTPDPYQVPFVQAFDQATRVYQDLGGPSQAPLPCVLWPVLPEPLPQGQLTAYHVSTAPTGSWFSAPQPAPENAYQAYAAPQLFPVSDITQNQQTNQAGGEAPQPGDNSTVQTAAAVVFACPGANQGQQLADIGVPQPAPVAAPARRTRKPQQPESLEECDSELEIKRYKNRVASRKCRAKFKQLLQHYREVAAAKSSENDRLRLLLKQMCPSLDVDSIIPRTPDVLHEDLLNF
# TPT1 inhibitor: inhibitors of Candida albicans tRNA 2'-phosphotransferase TPT1; inhibition, % at 5 µM; recombinant caTPT1, FP RNA substrate dephosphorylation; 0.81% of 300,000 active;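 active = inhibition above the mean of all tested compounds plus 3 SD, set per screening campaign, cut at about 24% in these data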;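 also: plate controls were DMSO alone for no effect and ferristatin control at 100 nM for full effect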
# An asterisk follows results filed as active.
SMILES,PREPL inhibitor,PP5 inh,EBNA-1 inhibitor,Efflux pump mplx,PP1 counter,CTSL1 counter,HCV core dimer,ZTA counter,TPT1 inhibitor
CS(=O)(=O)c1ccc(Cl)c(NC(=O)COC(=O)CNC(=O)c2ccccc2)c1,7,4.4,-7,0.4,0,5,3,-4,-3
CCOc1ccc(/C(O)=C2\C(=O)C(=O)N(c3cc(C)on3)C2c2ccccc2OC)cc1 (stereo not drawn),1,1.2,-1,0.0,3,-3,1,-5,0
COc1ccc(OC)c(NC(=O)c2ccccc2N(C)S(=O)(=O)c2ccc(C)cc2)c1,-5,-1.4,11,0.0,5,0,2,3,1
C=CCN(c1ccccc1)S(=O)(=O)c1cccc(C(=O)Nc2nc3ccccc3[nH]2)c1,-28,-3.3,-7,0.7,17*,-14,14,3,-2
CCCCC(=O)O[C@]1(C(=O)CO)CC[C@H]2[C@@H]3CCC4=CC(=O)CC[C@]4(C)[C@H]3[C@@H](O)C[C@@]21C,-6,-1.1,2,0.0,-3,7,9,-3,0
CCC(=O)Nc1ccc(C(=O)N/N=C/c2ccc([N+](=O)[O-])cc2)cc1,9,0.1,3,0.6,1,4,-8,11,0
COc1ccc(CN2CCN(Cc3cccc4nonc34)CC2CCO)c(C)c1C (stereo not drawn),0,-2.7,6,0.0,-5,1,-1,15,0
O=C(O)C1CCN(c2ccc(S(=O)(=O)N3CCOCC3)cc2[N+](=O)[O-])CC1,-8,-1.0,-14,0.0,-1,2,0,-10,-1
CCOC(=O)c1cnc(SCC#N)nc1N,9,-3.5,-2,-0.2,10,5,-4,-21,-1
COC(=O)c1sc(-c2ccc(C(C)(C)C)cc2)cc1NC(=O)CSCC(=O)O,-9,0.4,-2,0.1,7,9,25,15,-3
COc1ccc(C(C)C)cc1S(=O)(=O)Nc1ccncc1,-6,1.5,2,-0.1,-5,-3,-6,6,1
CN(C)S(=O)(=O)c1cccc(NC(=O)c2cnccn2)c1,-3,0.1,7,0.0,-5,-8,-5,15,-4
O=C(N/N=C/c1ccc[nH]1)c1ccccc1OCc1ccccc1Cl,2,1.9,-1,-0.1,-2,5,8,2,10
Cc1cc(=O)[nH]c(N/N=C/c2c(C)oc3ccccc23)n1,18,-0.9,11,-0.2,-1,2,4,20,0
CCOC(=O)Cn1c(=O)sc2ccccc21,2,1.8,11,-0.1,0,-2,2,-14,0
O=C(CSc1n[nH]c(-c2ccccn2)n1)Nc1ccc(F)cc1,-4,1.6,-15,-0.1,2,4,-3,5,3
Cc1ccc(N2CCN(CC(O)COc3ccccc3)CC2)cc1 (stereo not drawn),0,3.7,-3,0.0,1,-1,3,-5,-1
Cc1ccc(NCc2nnc(SCCN3CCCCC3)n2CC2CCCO2)cc1Cl (stereo not drawn),36,3.8,-2,0.0,-1,1,-3,-7,-1
FC(F)(F)c1cccc(NC(=S)Nc2ccc(Cl)c(Cl)c2)c1,3,3.2,-5,0.0,-1,-2,-2,-9,1
O=C(Nc1ccc2ccccc2c1)Nc1ccc2snnc2c1,-4,5.3,103*,-0.1,13,3,-5,3,-2
O=C(Cc1nnc(NC(=O)Nc2ccccc2)s1)NCc1ccccc1,-14,2.1,2,0.3,1,1,2,7,-1
CCCCN(CCCC)S(=O)(=O)c1ccc2[nH]c(=O)[nH]c2c1,-1,-1.1,8,-0.5,3,-2,1,3,0
COc1ccc(CCNC(=O)C(=O)NCC2OCCN2S(=O)(=O)c2ccc(OC)c(OC)c2)cc1 (stereo not drawn),3,-1.3,9,-0.1,1,-1,-5,-14,0
NS(=O)(=O)c1ccc(CCNC(=O)CNC(=O)c2ccc(F)cc2)cc1,-12,2.8,-3,-0.1,1,2,-1,-3,-1
O=C(C1=C[C@H](C2CCCCC2)C[C@H](OCc2ccc(CO)cc2)O1)N1CCOCC1,12,0.3,3,-0.2,-3,1,-17,-8,-5
Cn1c2ccc(F)cc2c2ncn(CCCN(CCO)CCO)c(=O)c21,0,2.0,1,0.1,-1,0,-2,-5,4
C/C=C(\C)C(=O)OC1c2c(ccc3ccc(=O)oc23)OC(C)(C)C1OC(C)=O (stereo not drawn),-24,3.1,4,0.1,-3,3,7,12,-1
CCOC(=O)Cc1csc(NC(=O)COc2ccc3c(C)cc(=O)oc3c2)n1,-7,0.1,-2,0.1,1,12,17,20,2
COC(=O)CN1C(=S)N(c2ccc(F)cc2)C(=O)C1CC(=O)Nc1ccccc1 (stereo not drawn),-6,-1.5,6,0.1,-2,-2,0,8,1
CCOC(=O)c1c(NC(=O)C(NCCN(C)C)c2ccccc2)sc2c1CCCC2 (stereo not drawn),30,-2.0,2,0.0,3,1,-13,17,-1
NCCc1nnc(SCc2c(Cl)cccc2Cl)o1,-19,-0.1,-8,-0.1,-3,-5,-5,-21,-3
O=C(Nc1ccc(F)cc1)c1nsc(Cl)c1Cl,-10,1.4,4,0.2,-1,4,0,10,1
Cc1ccc(C)n1-n1cnc2sc(-c3ccccc3)cc2c1=O,11,0.0,2,0.0,-3,9,8,8,18
Cc1ccc(S(=O)(=O)Nc2ccc3c(c2)nc(CN2CCCC2)n3C)cc1,0,2.4,-2,0.1,0,-3,-2,3,-4
O=C1CCC(=O)N1CCc1c[nH]c2ccccc12,-7,-2.2,8,-0.1,-5,-1,-2,3,1
CCCCN(C(=O)CSc1n[nH]c(-c2ccc(C)cc2)n1)c1c(N)n(CCCC)c(=O)[nH]c1=O,-2,-1.1,0,0.0,-5,-3,-3,-15,-3
Cc1ccc(C(=O)Cn2nnc(-c3cccs3)n2)cc1,-11,4.0,0,0.0,0,-3,-4,-1,-3
CC1CCN(C2=C(NS(=O)(=O)c3ccc(Br)cc3)C(=O)c3ccccc3C2=O)CC1,16,4.7,-6,0.0,7,-4,5,-2,-4
O=C(Nc1nc2nccc(-c3ccccc3)n2n1)C(Cl)(Cl)Cl,12,-0.2,8,-0.1,1,-1,-5,-8,-4
O=C1CN(C(=O)c2cccc(Br)c2)c2ccccc2N1,-26,0.4,-2,-0.1,0,3,2,-2,0
CCCCOC(=O)C1[C@H]2C(=O)N(CCc3ccccc3)C[C@]23C=C[C@H]1O3 (stereo partly drawn),2,0.1,-11,0.2,-6,6,3,-5,2
Nc1ccccc1Nc1cc(-c2cccc(Cl)c2)nn1-c1ccccc1,15,6.0,8,-0.5,3,0,-4,-1,-4
CCCCOC(=O)c1ccc(NC(=O)C(=O)NCC2CCCO2)cc1 (stereo not drawn),-2,0.5,11,-0.2,-2,-1,-4,12,-4
CC(C)(C)c1ccc(NC(=O)NCc2ccco2)cc1,9,5.9,2,-0.1,1,2,-16,2,-5
O=C(Nc1ncccn1)c1ccc(Cl)c([N+](=O)[O-])c1,13,-0.3,-6,0.1,2,-5,-7,-13,-1
COc1ccc(CNC(=O)N2CCN(c3ccc(F)cc3)CC2)cc1Cl,5,2.1,3,-0.1,2,-2,1,-19,-2
Cc1cc(S(=O)(=O)/N=C(\N)c2ccc(C(N)=O)cc2)cc(C)c1F,-5,-0.7,-3,-0.1,-2,2,-4,16,-3
O=C1OC(c2ccccc2)/C(=C(/O)c2ccc(Cl)cc2)C1=O (stereo not drawn),-6,1.9,18,0.0,5,-1,3,5,-4

# Ordered by length of the SMILES (smallest number first): some entries from above
SMILES,PREPL inhibitor,PP5 inh,EBNA-1 inhibitor,Efflux pump mplx,PP1 counter,CTSL1 counter,HCV core dimer,ZTA counter,TPT1 inhibitor
O=C(Nc1ccc(F)cc1)c1nsc(Cl)c1Cl,-10,1.4,4,0.2,-1,4,0,10,1
O=C1CCC(=O)N1CCc1c[nH]c2ccccc12,-7,-2.2,8,-0.1,-5,-1,-2,3,1
CC(C)(C)c1ccc(NC(=O)NCc2ccco2)cc1,9,5.9,2,-0.1,1,2,-16,2,-5
Cc1ccc(C(=O)Cn2nnc(-c3cccs3)n2)cc1,-11,4.0,0,0.0,0,-3,-4,-1,-3
O=C1CN(C(=O)c2cccc(Br)c2)c2ccccc2N1,-26,0.4,-2,-0.1,0,3,2,-2,0
Cc1ccc(C)n1-n1cnc2sc(-c3ccccc3)cc2c1=O,11,0.0,2,0.0,-3,9,8,8,18
CCCCOC(=O)c1ccc(NC(=O)C(=O)NCC2CCCO2)cc1 (stereo not drawn),-2,0.5,11,-0.2,-2,-1,-4,12,-4
O=C(Nc1nc2nccc(-c3ccccc3)n2n1)C(Cl)(Cl)Cl,12,-0.2,8,-0.1,1,-1,-5,-8,-4
COc1ccc(CNC(=O)N2CCN(c3ccc(F)cc3)CC2)cc1Cl,5,2.1,3,-0.1,2,-2,1,-19,-2
Cc1ccc(S(=O)(=O)Nc2ccc3c(c2)nc(CN2CCCC2)n3C)cc1,0,2.4,-2,0.1,0,-3,-2,3,-4
Cc1cc(S(=O)(=O)/N=C(\N)c2ccc(C(N)=O)cc2)cc(C)c1F,-5,-0.7,-3,-0.1,-2,2,-4,16,-3
CCCCOC(=O)C1[C@H]2C(=O)N(CCc3ccccc3)C[C@]23C=C[C@H]1O3 (stereo partly drawn),2,0.1,-11,0.2,-6,6,3,-5,2
CC1CCN(C2=C(NS(=O)(=O)c3ccc(Br)cc3)C(=O)c3ccccc3C2=O)CC1,16,4.7,-6,0.0,7,-4,5,-2,-4
CCCCN(C(=O)CSc1n[nH]c(-c2ccc(C)cc2)n1)c1c(N)n(CCCC)c(=O)[nH]c1=O,-2,-1.1,0,0.0,-5,-3,-3,-15,-3

# (cont.)
SMILES,PREPL inhibitor,PP5 inh,EBNA-1 inhibitor,Efflux pump mplx,PP1 counter,CTSL1 counter,HCV core dimer,ZTA counter,TPT1 inhibitor
CC(C)Cn1c(CN2CCN(C)C(CCO)C2)nc2ccccc21 (stereo not drawn),-10,2.6,4,0.0,-4,-3,-5,2,3
CCN(c1ccccc1)S(=O)(=O)c1cc2c3c(c1)C(C)C(=O)N3CCC2 (stereo not drawn),-5,-3.7,3,0.0,-3,-3,4,12,-1
COc1cccc(/C=N/n2cnc3c(cnn3-c3ccccc3)c2=O)c1,-11,0.8,3,-0.1,0,1,-5,-12,-1
O=C(/C=C/c1ccc([N+](=O)[O-])cc1)NCc1ccc2c(c1)OCO2,10,-3.1,7,-0.1,3,-2,-1,-4,0
O=C(c1cccc(S(=O)(=O)Nc2ccccc2Cl)c1)N1CCCCCC1,-3,-2.8,0,0.0,-1,2,5,3,-2
CCCn1c(/C=C/c2cc[n+](C)cc2)nc2ccccc21,-1,4.1,-5,0.1,-2,-1,1,6,-16
Cc1ccc(NC(=O)CSCC(=O)O)cc1,-7,-1.6,3,0.5,-1,3,0,3,1
CC(C)c1cccc(C(C)C)c1NC(=S)Nc1cccc(Cl)c1,22,1.8,14,0.0,-4,0,-2,1,-2
O=C(/C=C/c1nc2ccccc2s1)N1CCCCCC1,-5,1.6,2,0.0,-7,-3,5,-6,-6
Cc1cc(OC(=O)c2cc(C(F)(F)F)cc(C(F)(F)F)c2)c([N+](=O)[O-])c(=O)[nH]1,-5,0.6,-2,-0.1,-3,-5,-7,-8,-5
CC(=O)c1ccc(NC(=O)c2ccc(N3C(=O)c4cccnc4C3=O)cc2)cc1,5,-1.4,9,0.2,0,-6,-6,-3,2
COc1ccccc1OCC(=O)Nc1ccccc1C(=O)NCc1cccnc1,3,0.5,-5,0.0,-4,0,-2,1,0
O=C(NCCCN1CCc2ccccc2C1)C1CCN(S(=O)(=O)N2CCC3(CC2)OCCO3)CC1,11,-0.8,-10,-0.2,-3,2,-1,2,-3
C=CCOc1ccccc1CN1CCCN(C)CC1,5,1.2,6,-0.1,3,1,-2,3,-1

# The list is partial; rates above refer to the full screens.
